Screens as filed in PubChem.
SKBR3 24h inh – SK-BR-3 proliferation inhibitors | 41,000 compounds, 0.47% hits | viability, % at 10 µM | SK-BR-3 viability, CellTiter-Glo ATP luminescence, 24 h; hits give low values;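 active = viability at or below the median of all test compounds minus 3 SD, in both replicates if run twice, cut at about 45% in these data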;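 also: 100% = median untreated cell wells and 0% = median positive control drug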
Numbers without * were called inactive. Not all compounds are listed. The share of hits here may be higher or lower than overall.

SMILES	SKBR3 24h inh
COc1cccc(CNc2ccc(S(=O)(=O)Nc3nccs3)cc2)c1O	87.7
C=CCn1c(SCC(=O)c2ccc(O)c(O)c2)nnc1-c1ccccc1OC	98.5
Cc1cnc(C(=O)Nc2cccc3ncccc23)cn1	111.9
CC(Oc1ccc(Cl)cc1Cl)C(=O)Nc1ccncc1 (stereo unspecified)	91.2
CCS(=O)(=O)N1CCC(NC(=O)c2ccco2)CC1	93.7
COC(=O)CN1C(=O)C2(OCCCO2)c2ccccc21	112.0
CCOC(=O)C1=C(N)OC2=C(C(=O)CCC2)C1c1ccco1 (stereo unspecified)	92.7
Cc1ccc(-c2cc(C(=O)Nc3c(C)n(C)n(-c4ccccc4)c3=O)[nH]n2)c(O)c1	98.8
COc1ccc2[nH]c(=O)c(CNC3CCCCC3)cc2c1	87.1
NC(=O)c1cc(Br)cc2c3c([nH]c12)CCCC3	117.3
CCCSC1=C(C#N)C(c2ccccc2C)C(C(=O)OC)C(=O)N1 (stereo unspecified)	86.5
O=C(O)c1cccc2[nH]c(C(F)(F)F)nc12	65.0
CC(C)C(NC(=O)C12CC3CC(CC(C3)C1)C2)C(=O)NC1=NCCS1 (stereo unspecified)	91.5
O=C(NC1CCCCC1)C1CCN(c2cnccn2)CC1	71.9
CCOC(=O)CSc1nnc(-c2ccc(OC)cc2)n1CC	91.8
O=C(c1ccco1)N1CCN(Cc2cccc(F)c2)CC1	97.0
CCc1cc2c(N3CCCCC3)ncnc2s1	95.6
CC12CCC(C(=O)NC3CCCC3)(CC1=O)C2(C)C (stereo unspecified)	88.7
COc1ccc(OC)c(-c2csc3nnc(SCC(=O)Nc4ccc(NC(C)=O)cc4)n23)c1	74.1
COc1ccccc1C(=O)Nc1nnn(C)n1	127.4
OC1(c2cccc(C(F)(F)F)c2)CCN(c2ncnc3c2[nH]c2ccccc23)CC1	79.9
CCOC(=O)N1CCN(C(=O)c2ccc(N3CCCC3=O)cc2)CC1	88.6
C=CCn1c(-c2c[nH]c3ccccc23)n[nH]c1=S	92.6
COc1ccc(CCNC(=O)c2oc3ccc(S(=O)(=O)N4CCOCC4)cc3c2C)cc1OC	69.5
Cc1ccc(-c2ccc(=O)n(CC(=O)NCCN3C(C)CCCC3C)n2)cc1 (stereo unspecified)	76.8
COc1ccccc1CNC(=O)CCCNS(=O)(=O)c1cccc2nsnc12	94.4
Cc1ccccc1-n1nc(-c2ccc(N)cc2)cc1N	92.5
CC(=O)OC12CC3CC(C1)C(=NO)C(C3)C2	99.5
Cc1nc2ccc(NC(=O)Cn3cnc4c3c(=O)n(C)c(=O)n4C)cc2s1	108.1
CC(C)NC(=O)c1c(O)c2ccccc2[nH]c1=O	94.3
O=C(NC12CC3CC(CC(C3)C1)C2)N1CC2Cc3cccc(=O)n3C(C2)C1 (stereo unspecified)	88.0
Cc1cc(NCC2CCCO2)n2c(nc3ccccc32)c1C#N (stereo unspecified)	112.4
Cn1nnc2c(N3CCCCC3)nccc21	89.5
Cc1ccc(SCCC(=O)NCc2ccco2)cc1	85.2
c1cncc(-c2nn3c(-c4ccncc4)nnc3s2)c1	89.5
COc1cccc(C(C(=O)NC2CCCC2)N(C(=O)c2ccco2)C2CC2)c1OC (stereo unspecified)	109.6
Cc1cc(C)nc(N2CCC(C(=O)Nc3cccc(C(F)(F)F)c3)CC2)n1	74.5
CCn1c(=O)n(CC(=O)Nc2cc(OC)ccc2OC)c(=O)c2ccccc21	90.9
CCN(CC)CCCN1C(=O)c2oc3ccccc3c(=O)c2C1c1cc(OC)ccc1OC (stereo unspecified)	88.4
CC1(C)OC(C(N)=O)C(C(N)=O)O1 (stereo unspecified)	62.2
CC1CCCCN1Cc1nc2c(c(=O)n(C)c(=O)n2C)n1CCCc1ccccc1 (stereo unspecified)	69.2
O=C(Nc1cccnc1)Nc1ccc(Br)cc1Cl	96.7
CC1C(c2ccccc2)=[N+]([O-])C2(CCCC2)N1O (stereo unspecified)	69.5
CCOC(=O)c1cc(-c2ccccc2)n(CC(=O)N2CCCC2)c1C	93.5
CC(C)Cn1nc(NC(=O)C(C)(C)C)c2cc3ccccc3nc21	92.7
CC1CCc2cc(F)cc3c(O)c(C(=O)NCC4CCCO4)c(=O)n1c23 (stereo unspecified)	110.3
Cn1c(SCC(=O)NC2CCCCCC2)nnc1-c1cccs1	91.1
CC(=O)c1cc2cc(O)ccc2o1	84.0
O=S(=O)(NC1CCCCCC1)c1cccc2cccnc12	82.7
CSC(=NS(=O)(=O)c1ccc(C)cc1)SC	78.6
COc1ccc(-n2c(CNC(=O)c3ccc(S(=O)(=O)N4CCCC4)cc3)n[nH]c2=S)cc1	87.0
Cc1c(C(=O)NC2CCCCC2)oc2c1C(=O)CC(C)(C)C2	93.5
O=C(Cc1c(C(=O)O)[nH]c2ccccc12)NCCN1CCN(c2cccc(Cl)c2)CC1	89.7
CCOc1ccc(S(=O)(=O)N(CC(=O)O)c2ccc(C)cc2)cc1	93.5
CC(C)c1ccc(-c2nnn(CCC(=O)O)n2)cc1	90.8
O=C(O)c1cccc(N2CCCC2)c1	77.0
CC(C)(S)[C@@H](N)C(=O)O	102.4
CCOc1ccc2[nH]c(=O)c(CN(Cc3ccco3)Cc3nnnn3Cc3ccccc3)cc2c1	110.1
CCN1CCN(C(=O)C(C)N(c2ccc(C)cc2)S(C)(=O)=O)CC1 (stereo unspecified)	128.0
O=c1cc(CSc2nnnn2-c2ccccc2)nc2nc[nH]n12	74.8

Further entries follow:
SMILES	SKBR3 24h inh
CCCn1c(SCC(=O)Nc2nc(C)cs2)nnc1-c1cccnc1	89.3
COc1ccc(Cl)c(Cn2c(NCCCO)nc3c2c(=O)n(C)c(=O)n3C)c1	137.6
CCOC(=O)CSc1nnc(CSc2nc3ccccc3c(=O)[nH]2)n1-c1ccccc1	108.8
Cc1ccc(N(CC(=O)Nc2ccc(S(=O)(=O)N3CCOCC3)cc2)S(C)(=O)=O)cc1C	81.2
CCOC(=O)c1[nH]c(C)c(C(=O)NC2CCCCCC2)c1C	75.6
O=c1c2ccccc2nc2c3ccccc3ncn12	104.7
CCc1[nH]nc2c1C1(C(=O)N(Cc3ccccc3)c3ccccc31)C(C#N)=C(N)O2 (stereo unspecified)	83.8
CC(C)C(NC(=O)c1cccs1)c1nnc(SCC(=O)Nc2nccs2)n1C (stereo unspecified)	110.9
Cc1nc(NC(=O)CN2CCOCC2)sc1-c1ccccc1	91.0
CN1C(=O)CC(N2CCC(C(N)=O)(N3CCCCC3)CC2)C1=O (stereo unspecified)	104.6
Cc1ccccc1-c1nnc(SCC(=O)Nc2cccc(C)c2C)o1	83.8
O=C(NC1CCCCC1)C(c1ccccc1)N1CCOCC1 (stereo unspecified)	89.4
CCCOc1ccc(S(=O)(=O)NCCN2CCOCC2)c2ccccc12	79.9
O=C(Nc1ccccc1Cl)c1c(F)c(F)c(F)c(F)c1F	85.1
Cc1cc(C(F)(F)F)nc(SCC(=O)NC2CC3CCC2C3)n1 (stereo unspecified)	95.2
Cc1cc(C)cc(N(CC(=O)Nc2c(C)n(C)n(-c3ccccc3)c2=O)S(C)(=O)=O)c1	136.3
CCC1Oc2ccc(C)cc2N(CC(=O)NCc2ccccc2OC)C1=O (stereo unspecified)	76.8
O=C(O)c1cccnc1-c1ncccc1C(=O)O	86.8
O=C(Nc1ccccc1N1CCN(c2ccc(F)cc2)CC1)c1ccccc1	120.7
O=c1cc(O)nc(SC23CC4CC(CC(C4)C2)C3)[nH]1	100.2
Cc1csc2ncc(C(=O)Nc3ccon3)c(=O)n12	84.7
COC1=CC(=O)OC12CCCCC2	85.7
COc1ccc(NC(=O)CSc2nnc(-c3cccnc3)n2Cc2ccco2)c(OC)c1	93.4
COc1ccc(C(C(=O)NC2CCCC2)N(C(=O)c2ccco2)c2ccc3c(c2)OCO3)cc1OC (stereo unspecified)	97.8
O=C(CSc1nnc(-c2ccco2)n1CC1CCCO1)c1ccc(F)cc1 (stereo unspecified)	89.5
Cc1ccc(Cl)cc1NC(=O)COC(=O)C1CCCC1	99.2
CN1CCC(=C2c3ccccc3C=Cc3ccccc32)CC1	103.9
COc1cccc(NC(=O)N2CCCC2C(=O)NC2CC2)c1 (stereo unspecified)	111.4
CCC1Oc2ccc(C)cc2N(CC(=O)N(Cc2cccnc2)Cc2ccc(C)o2)C1=O (stereo unspecified)	76.5
O=C(c1cccc2cccc(O)c12)N1CCCCC1	109.2
COc1ccc(C(=O)NCC(=O)O)cc1	95.4
COc1ccccc1N(Cc1cc2cccc(C)c2[nH]c1=O)C(=O)C(C)C	76.8
CCOC(=O)c1nnc2ccnn2c1N	100.9
N#Cc1c(NC(=O)CSc2ncn[nH]2)sc2c1CCCCC2	106.3
COc1ccc(-n2c(NC(=O)c3ccco3)c(C#N)c3nc4ccccc4nc32)cc1	85.4
Cc1cccc(-n2ncc3c(NCc4ccco4)ncnc32)c1	85.4
COCCCNC(=O)Cn1nnc(-c2ccccc2NC(=O)c2ccc(F)cc2)n1	90.9
O=C(Nc1ccc(N2CCN(C(=O)c3ccccc3)CC2)c(Cl)c1)c1ccc(Br)o1	56.7
[N-]=[N+]=CC(=O)CC(c1ccccc1)N1C(=O)c2ccccc2C1=O (stereo unspecified)	87.8
O=C(CN1CCc2[nH]c3ccccc3c2C1)N1CCCCC1	83.9
COc1ccc(-c2nc3n(c2Br)CCC3)cc1	92.8
CCOc1cc(-c2nc(-c3ccncc3)no2)cc(OCC)c1OCC	76.6
COc1ccc(OC)c(C(c2nnnn2C2CCCC2)N2CCN(c3ccc(F)cc3)CC2)c1 (stereo unspecified)	84.5
Nn1c(CN2CCCCC2)nc2ccccc2c1=O	126.0
Cc1ccc(/C(O)=C2/C(=O)C(=O)N(CCN3CCOCC3)C2c2ccccn2)cc1 (stereo unspecified)	83.0
Cc1cccc(C(=O)NCCN2CCN(c3ccccc3)CC2)c1	115.2
O=C(CSc1nc2ccccc2o1)NCc1ccco1	114.7
COc1cccc(CNC(=O)Nc2cccs2)c1	57.8
OC1CN=C2C=CC=CN2C1 (stereo unspecified)	89.3
COCCCNc1nc(-c2ccncc2)nc2ccccc12	122.6
COC(=O)CNC(=O)c1c(-c2c(Cl)cccc2Cl)noc1C	107.3
COc1ccc(C(=O)Nc2cccc(-c3nc4ncccc4o3)c2C)cc1OC	94.0
COc1ccc(-c2cc(C(F)(F)F)nc(N3CCCCC3)n2)cc1OC	90.9
CC1CN(C(=O)C2CCCCC2)C(C)CN1C(=O)C1CCCCC1 (stereo unspecified)	90.8
COc1ccc(CCNC(=O)c2nc3ncccn3n2)cc1OC	96.7
CCCCCC(=O)N1CC2(C)CN(C(=O)CCCCC)CC(C)(C1)C2=O	91.2
Nc1ccn([C@@H]2O[C@H](CO)[C@@H](O)[C@@H]2O)c(=O)n1	89.7
CCCCOCCCNC(=O)CN1C(=O)c2ccccc2C1=O	96.3
CCc1c(C)c2ccc(OCC(=O)N(C)C)c(C)c2oc1=O	82.1
CC1CN=C(NC2CCCCC2C)S1 (stereo unspecified)	78.1

New compounds follow:
SMILES	SKBR3 24h inh
CCOC(=O)c1[nH]c2cc(OC)c(OC)cc2c1NC(=O)CN(C)C1CCCCC1	88.4
CCCCOC(=O)C1=C(C)NC2=C(C(=O)CCC2)C1c1cc(OC)ccc1OC (stereo unspecified)	68.0
CCc1nnc(NC(=O)COC(=O)CN2C(=O)c3ccccc3C2=O)s1	97.1
Cc1cc(O)c(C(C)C)cc1N=C1CSC(=O)N1	83.9
Cc1cccc(C)c1NC(=O)CSc1nnc([C@@H]2CCCN2C(=O)OC(C)(C)C)o1	82.8
CC1(C)CC(=NO)CC(C)(C)N1	104.9
O=S(=O)(NCc1cccnc1)c1ccc(Cl)c(Cl)c1	101.8
O=C(Nc1ccc2c(c1)OCO2)[C@@H]1[C@@H]2C(=O)N(C3CCCCC3)C(=O)[C@@H]2C2c3ccccc3C=CN21 (stereo partly specified)	106.6
CCCN1CC=C2C(C#N)=C(N)C(C#N)(C#N)C(c3cccc(OC)c3OC)C2C1 (stereo unspecified)	95.2
CC(C)COC(=O)N1CC(O)CC1C(=O)O (stereo unspecified)	95.2
N=c1c(S(=O)(=O)c2ccccc2)cc2c(=O)n3ccccc3nc2n1CCN1CCOCC1	91.9
CS(=O)(=O)N(CCc1ccccc1)CC(=O)NCc1ccco1	125.1
COCC(=O)NC1CCN(S(=O)(=O)c2ccc(C(=O)O)cc2)CC1	94.6
COc1ccc(C(C)N2CC34C=CC(O3)C(C(=O)O)C4C2=O)cc1 (stereo unspecified)	108.0
CCc1ccccc1NC(=O)Cn1nnc(-c2cccs2)n1	72.5
CCCn1c(=O)c2c(c3ccccc31)OCC(=O)N2	64.4
CCN(CC)C(=O)Sc1cccc2cccnc12	70.2
CC1CCN(CC(O)COC2CCC(C(C)(C)C)CC2)CC1 (stereo unspecified)	54.1
O=C(NCC1CCCO1)c1ccc(NC(=O)C2CCCCC2C(=O)O)cc1 (stereo unspecified)	81.7
CCOC(=O)c1cc2c(n(-c3ccc(C)cc3)c1=O)CCCC2=O	93.4
COc1cc(C(=O)Nc2cccc(-c3nc4ncccc4o3)c2C)cc(OC)c1OC	80.8
COc1ccc(C)c2sc(N3CCCC3)nc12	82.2
CCSc1nnc(NC(=O)CCc2ccccc2)s1	79.0
CC1CCN(C(=O)Cn2nc(C(F)(F)F)c3c2CCCC3)CC1	67.7
